High-throughput results (PubChem BioAssay)
BAP1 block – inhibitors of BAP1 deubiquitinase, primary screen, biochemical, Ub-AMC fluorescence, kinetic; Ubiquitin carboxyl-terminal hydrolase BAP1 (Homo sapiens), Q92560; recombinant BAP1, Ub-AMC hydrolysis fluorescence kinetic; stronger effect = lower value; activity remaining (% of control), % at 20 µM; actives 0.48% (n = 72,000);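 active = activity remaining at or below 50% of control, provided the compound also passes the data quality filters; inactive = the rest, including low values that fail the filters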;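 also: 100% = DMSO wells rate and 0% = substrate alone blank rate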
Target sequence (Q92560 whole entry, looked up): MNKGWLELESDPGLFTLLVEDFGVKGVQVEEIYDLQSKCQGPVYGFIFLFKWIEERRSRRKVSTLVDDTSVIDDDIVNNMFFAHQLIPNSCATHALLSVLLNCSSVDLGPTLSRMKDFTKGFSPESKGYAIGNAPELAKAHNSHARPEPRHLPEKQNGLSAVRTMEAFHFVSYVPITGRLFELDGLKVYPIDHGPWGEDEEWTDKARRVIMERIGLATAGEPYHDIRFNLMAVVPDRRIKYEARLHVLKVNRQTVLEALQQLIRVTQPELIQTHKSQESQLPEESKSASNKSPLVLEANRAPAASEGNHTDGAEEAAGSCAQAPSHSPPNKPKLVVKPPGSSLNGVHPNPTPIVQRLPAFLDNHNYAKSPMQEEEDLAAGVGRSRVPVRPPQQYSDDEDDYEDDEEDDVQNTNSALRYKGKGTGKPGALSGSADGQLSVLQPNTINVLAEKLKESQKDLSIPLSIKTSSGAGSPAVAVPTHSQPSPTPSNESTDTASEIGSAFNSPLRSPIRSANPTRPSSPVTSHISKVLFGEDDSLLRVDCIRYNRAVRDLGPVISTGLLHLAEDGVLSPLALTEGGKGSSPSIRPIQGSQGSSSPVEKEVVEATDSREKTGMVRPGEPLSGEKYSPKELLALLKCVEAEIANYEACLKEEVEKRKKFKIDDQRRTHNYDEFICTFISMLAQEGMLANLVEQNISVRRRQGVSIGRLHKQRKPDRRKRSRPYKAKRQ
HePTP inhibitor – inhibitors of human HePTP phosphatase, primary screen, biochemical, absorbance, leukemia target; recombinant HePTP phosphatase activity, OD absorbance; inhibition, % at 20 µM; actives 0.64% (n = 110,000); AID 521, 2006; in the data active = inhibition above about 50%;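 also: plate controls were vehicle for no effect and reference inhibitor for full effect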
Target sequence (P35236 whole entry, looked up): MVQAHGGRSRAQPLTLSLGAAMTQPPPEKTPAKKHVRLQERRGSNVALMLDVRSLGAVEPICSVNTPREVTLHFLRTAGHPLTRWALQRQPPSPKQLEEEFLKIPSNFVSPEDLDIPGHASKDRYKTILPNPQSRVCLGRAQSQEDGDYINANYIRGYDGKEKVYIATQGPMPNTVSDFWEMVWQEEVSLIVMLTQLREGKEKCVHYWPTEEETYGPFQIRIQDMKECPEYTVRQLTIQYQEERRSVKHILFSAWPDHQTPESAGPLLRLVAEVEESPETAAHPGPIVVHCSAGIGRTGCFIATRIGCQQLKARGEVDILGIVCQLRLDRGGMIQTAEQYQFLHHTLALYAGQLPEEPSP
Active calls of the source: *; & = joins results of further samples.

Results for Cc1ccc(Nc2nc(-c3ccc(-c4ccccc4)cc3)cs2)cc1 ?
HePTP inhibitor: -9.3

How did CC1=C(C(=O)OC2CCCCC2)C(c2ccco2)C2=C(CC(C)(C)CC2=O)N1 (centres undefined) do in these assays?
BAP1 block: 79.7; HePTP inhibitor: 8.9&-0.7

Results for COc1ccc(-c2nnc(NC(=O)c3ccccc3F)s2)cc1 ?
HePTP inhibitor: 5.4

What do the screens show for `CCSc1nc2ccc(N)cc2s1`?
HePTP inhibitor: -4.0

Results for Cc1cc(C=O)c(C)n1-c1ccc(Cl)c(Cl)c1 ?
HePTP inhibitor: -4.5

Results for O=C(c1cccs1)N1CCN(S(=O)(=O)Cc2ccccc2)CC1 ?
BAP1 block: 126.1; HePTP inhibitor: 6.7

What do the screens show for `Cc1nc2sc(C(c3ccc(Cl)cc3)N3CC(C)OC(C)C3)c(O)n2n1` (centres undefined)?
BAP1 block: 95.0; HePTP inhibitor: 11.8

What do the screens show for `CCCCn1c(=O)n(Cc2cccc(F)c2)c(=O)c2c1ncn2Cc1ccco1`?
BAP1 block: 86.9; HePTP inhibitor: 0.7

Results for O=C(Nc1cnn(Cc2ccc(Cl)c(Cl)c2)c1)c1nc2ncccn2n1 ?
BAP1 block: 94.4; HePTP inhibitor: 7.8

Results for CCCCn1c(SCC(=O)N2CCCCC2)nc2cc(S(N)(=O)=O)ccc21 ?
BAP1 block: 108.3; HePTP inhibitor: 4.9

How did O=C(Nc1ccc2nn(-c3ccc(F)cc3)nc2c1)c1ccc(Br)o1 do in these assays?
HePTP inhibitor: 81.1*

Results for C=C(C)COc1ccc(-c2[nH]ncc2Oc2ccccc2OC)c(O)c1 ?
BAP1 block: 83.7; HePTP inhibitor: -6.6

What do the screens show for `c1ccc2c(c1)oc1c(NCCN3CCOCC3)ncnc12`?
BAP1 block: 95.2; HePTP inhibitor: -1.7

How did Cc1ccc2cc(CN(CCCN(C)C)C(=O)NCc3ccccc3)c(=O)[nH]c2c1C do in these assays?
BAP1 block: 89.0; HePTP inhibitor: 5.5

How did CCCOc1cccc(C(=O)Nc2nc(-c3ccc(F)cc3F)cs2)c1 do in these assays?
HePTP inhibitor: 94.9*

What do the screens show for `Cc1ccc2c(c1)CCCN2C(=O)c1c(C)noc1C`?
BAP1 block: 70.7; HePTP inhibitor: 3.9

How did N#Cc1c(/N=C/c2ccco2)oc(-c2ccccc2)c1-c1ccccc1 do in these assays?
BAP1 block: 47.7*; HePTP inhibitor: 0.1

What do the screens show for `O=C(O)C1C2C=CC(C2)C1C(=O)Nc1ccc(C(=O)N2CCCCC2)cc1` (centres undefined)?
BAP1 block: 102.9; HePTP inhibitor: 4.7

How did Cc1cc(/C=C2\C(=O)NC(=O)N(c3cccc(F)c3)C2=O)c(C)n1-c1cccc([N+](=O)[O-])c1 do in these assays?
HePTP inhibitor: -6.9

What do the screens show for `COc1ccc(OC)c(CN2CCN(Cc3ccccc3Br)CC2)c1`?
BAP1 block: 140.3

Results for Cc1nc2cc(N=Cc3ccc(N(C)C)cc3)ccc2n1Cc1ccccc1 ?
HePTP inhibitor: 6.9

How did CN1CC(=O)N(CCOc2ccccc2)C1=O do in these assays?
BAP1 block: 90.5; HePTP inhibitor: 8.3

Results for O=C(Nc1ccc2c(c1)OCCO2)NC1CCCCC1 ?
BAP1 block: 97.6; HePTP inhibitor: 10.2

How did CC(=O)Nc1cccc(N2C(=O)CC(Cc3ccccc3)C2=O)c1 (centres undefined) do in these assays?
BAP1 block: 92.2; HePTP inhibitor: 4.8

How did COc1cc(C2C(C#N)=C(C)NC3=C2C(=O)CC(C)(C)C3)cc(OC)c1O (centres undefined) do in these assays?
BAP1 block: 78.4; HePTP inhibitor: 8.1

How did Cc1cc(C(=O)N2CCN(c3ccccc3)CC2)no1 do in these assays?
BAP1 block: 107.9; HePTP inhibitor: 7.1

Results for COc1ccc(C(=O)N(CCCO)C(C)C(=O)NC2CCCCC2)cc1OC (centres undefined) ?
BAP1 block: 93.3; HePTP inhibitor: 13.5

What do the screens show for `CCC(C)(C)n1nnnc1C(c1ccc(C)cc1)N1CCCC1` (centres undefined)?
BAP1 block: 103.8; HePTP inhibitor: 3.5

Results for O=C(c1cccc(F)c1)N1CCN(c2ccc(F)cc2)CC1 ?
HePTP inhibitor: 5.7

Results for COc1ccc(S(=O)(=O)N2CC(O)CC2C(=O)OCC(=O)Nc2ccc(Cl)cn2)cc1 (centres undefined) ?
BAP1 block: 147.4; HePTP inhibitor: 5.5

5 compounds picked at random from those above:
How did CC(=O)Nc1cccc(N2C(=O)CC(Cc3ccccc3)C2=O)c1 (centres undefined) do in these assays?
BAP1 block: 92.2; HePTP inhibitor: 4.8

Results for O=C(Nc1ccc2c(c1)OCCO2)NC1CCCCC1 ?
BAP1 block: 97.6; HePTP inhibitor: 10.2

What do the screens show for `CCC(C)(C)n1nnnc1C(c1ccc(C)cc1)N1CCCC1` (centres undefined)?
BAP1 block: 103.8; HePTP inhibitor: 3.5

Results for Cc1nc2cc(N=Cc3ccc(N(C)C)cc3)ccc2n1Cc1ccccc1 ?
HePTP inhibitor: 6.9

Results for O=C(c1cccc(F)c1)N1CCN(c2ccc(F)cc2)CC1 ?
HePTP inhibitor: 5.7

New compounds follow:
How did C#CCSc1nc(-c2cccs2)ccc1C#N do in these assays?
HePTP inhibitor: -2.7

How did Clc1cccc(OCCCN2CCCCC2)c1Cl do in these assays?
HePTP inhibitor: 10.9

How did CCOC(=O)c1c(NC(=O)c2cccs2)sc2c1CCC(C)C2 (centres undefined) do in these assays?
HePTP inhibitor: -5.2

What do the screens show for `CCc1nnc(NC(=O)c2ccc(S(=O)(=O)N3CCCCCC3)cc2)s1`?
BAP1 block: 88.1; HePTP inhibitor: 1.8

What do the screens show for `CC(=O)CCc1c(C)c2cccc(C)c2[nH]c1=S`?
HePTP inhibitor: 8.2

Results for CC(C)Cc1ccc(/C(=N/O)C(=O)O)s1 ?
BAP1 block: 99.0; HePTP inhibitor: 6.1

What do the screens show for `Cc1cc2c(cc1C)-c1nc3ccccc3c(=O)n1C(C)(C)C2`?
HePTP inhibitor: -3.2

What do the screens show for `COCCNC(=O)C(OC(=O)c1ccco1)c1ccccc1OC` (centres undefined)?
BAP1 block: 98.4; HePTP inhibitor: 5.1

What do the screens show for `CCOc1ccccc1-c1nc(C(N)=O)c2[nH]c(=O)n(-c3ccccc3)c2n1`?
HePTP inhibitor: 0.4

How did CC(Oc1ccc(Cl)cc1Cl)C(=O)N1CCN(c2ccccc2)CC1 (centres undefined) do in these assays?
HePTP inhibitor: -8.6

Results for Cc1c(-c2nc(-c3ccncc3)no2)cccc1[N+](=O)[O-] ?
HePTP inhibitor: 4.8

How did Cc1ccc(Cl)cc1NC(=O)C1CCCN(S(=O)(=O)c2c(C)noc2C)C1 (centres undefined) do in these assays?
BAP1 block: 93.2; HePTP inhibitor: -11.4

Results for COc1ccc2c(=O)c(C(=O)NCCc3ccc(OC)c(OC)c3)c[nH]c2c1 ?
BAP1 block: 97.9; HePTP inhibitor: 7.4

How did Cc1c(C(=O)Nn2cnnc2)oc2ccccc12 do in these assays?
BAP1 block: 80.5; HePTP inhibitor: -8.9

What do the screens show for `COc1ccc2oc(=O)c(NC(=O)C3CCCCC3)cc2c1`?
HePTP inhibitor: -2.3

How did COC(=O)c1ccc(C2C(C#N)=C(C)NC3=C2C(=O)CC(C)(C)C3)cc1 (centres undefined) do in these assays?
HePTP inhibitor: 8.6

Results for C=CCNC(=O)CSc1nc2sc(C)c(C)c2c(=O)[nH]1 ?
BAP1 block: 88.4; HePTP inhibitor: 18.1

What do the screens show for `COc1ccccc1OCCOCCn1cnc2ccccc2c1=O`?
BAP1 block: 103.7; HePTP inhibitor: 7.4

How did Cc1ccc(N=C(Nc2ccc(C)cc2)c2ccccc2)cc1 do in these assays?
HePTP inhibitor: 2.9

Results for CC(=O)Nc1cc(C(N)=O)c(Cl)cc1Cl ?
BAP1 block: 107.4; HePTP inhibitor: -7.1&-10.3

What do the screens show for `CCOc1ccc(NC(=O)c2cccc(Oc3ccccc3)c2)c([N+](=O)[O-])c1`?
HePTP inhibitor: 5.1

What do the screens show for `O=C1C2ON(c3ccccc3)C(c3ccncc3)C2C(=O)N1c1ccccc1` (centres undefined)?
BAP1 block: 79.9; HePTP inhibitor: 5.1

What do the screens show for `CCc1nc2ccccc2c(C(=O)OCC(=O)NCc2ccco2)c1C`?
BAP1 block: 102.7; HePTP inhibitor: -12.3

Results for O=c1oc2cc([N+](=O)[O-])ccc2nc1/C=C(\O)c1cccc(Br)c1 ?
HePTP inhibitor: 11.6

Results for COc1ccc(CN2CCN(S(C)(=O)=O)CC2)cc1OCc1ccccc1 ?
HePTP inhibitor: -1.8

How did CC(=O)Nc1ccc(-c2ccccc2)s1 do in these assays?
BAP1 block: 107.7; HePTP inhibitor: 3.6

What do the screens show for `COc1cccc(-n2cc(C(=O)O)c3ccccc3c2=O)c1`?
BAP1 block: 106.5; HePTP inhibitor: -0.9

Results for O=C(O)c1ccc(NC(=O)c2ccc(Cl)cc2)cc1 ?
HePTP inhibitor: 28.3

Results for CCOc1cc(/C=C2/SC(=S)N(CC(=O)O)C2=O)ccc1OCc1ccc(Cl)cc1 ?
HePTP inhibitor: 7.8

What do the screens show for `COCCn1c(SCC(=O)c2ccc3c(c2)OCCO3)nnc1C(C)C`?
BAP1 block: 105.2; HePTP inhibitor: 15.9

Results for CCN(CC)C(=O)c1c(NC(=O)c2ccccc2Cl)sc2c1CCCCC2 ?
BAP1 block: 77.8

What do the screens show for `N#Cc1cnn(Cc2ccccc2)c1/N=C/N1CCOCC1`?
BAP1 block: 101.4; HePTP inhibitor: 9.9

How did Cc1cc(C)cc(C(=O)N2CCC(C(N)=O)CC2)c1 do in these assays?
BAP1 block: 133.3; HePTP inhibitor: 4.9

How did c1ccc(-c2cc(-c3nc(-c4cccnc4)no3)c3ccccc3n2)cc1 do in these assays?
BAP1 block: 69.1; HePTP inhibitor: 9.6

How did COc1cccc(C(=O)c2cc3ccc(O)cc3oc2=O)c1 do in these assays?
BAP1 block: 73.4; HePTP inhibitor: 1.6

What do the screens show for `Cc1nonc1-c1cn2cc(Cl)ccc2n1`?
HePTP inhibitor: -6.1

How did Cc1ccc(C)c(Cn2c(=O)n(CCC(=O)NCc3ccco3)c(=O)c3sccc32)c1 do in these assays?
BAP1 block: 99.8; HePTP inhibitor: 6.6

Results for COc1ccc(Cn2c(=O)sc3ccccc32)cc1OC ?
BAP1 block: 103.5; HePTP inhibitor: 0.7

What do the screens show for `Cc1cccc(-c2nsc(SCC(=O)N3CCCC3)n2)c1`?
BAP1 block: 94.4; HePTP inhibitor: -0.9

What do the screens show for `O=C(NC(=S)Nc1cc([N+](=O)[O-])cc(Cl)c1O)c1ccc(F)cc1`?
HePTP inhibitor: 20.8

Results for Cc1cc(OCC(=O)Nc2cccc(F)c2)ccc1Cl ?
HePTP inhibitor: 6.7

How did CC1(C)Cc2ccccc2-c2nnc(C(F)(F)F)n21 do in these assays?
HePTP inhibitor: 11.1

How did Nc1ncn([C@@H]2O[C@H](CO)[C@@H](O)[C@H]2O)c(=O)n1 do in these assays?
BAP1 block: 91.0

Results for O=C1Nc2ccccc2/C1=C\c1c(Cl)cccc1Cl ?
HePTP inhibitor: -9.7

How did C=CCc1ccccc1OCC(O)CN1CCN(c2ccccc2OC)CC1 (centres undefined) do in these assays?
HePTP inhibitor: 6.6

What do the screens show for `O=C(c1cccc([N+](=O)[O-])c1)N1CCc2ccccc2C1`?
HePTP inhibitor: -1.9

Results for O=C(NCC1CCCO1)c1cc2n(n1)C(C(F)(F)F)CC(c1ccc(Br)cc1)N2 (centres undefined) ?
BAP1 block: 136.9&122.3; HePTP inhibitor: 4.6

What do the screens show for `C1CCC2=NCCCN2CC1`?
BAP1 block: 112.1; HePTP inhibitor: -8.3

What do the screens show for `COc1cccc(Cn2c(-c3nonc3N)nc3ccccc32)c1`?
BAP1 block: 81.6; HePTP inhibitor: 4.4

Results for Cc1ccc(C)c(NC(=O)CSc2nnc(-c3ccccc3)n2N)c1 ?
HePTP inhibitor: -6.0

Of the compounds above, these have a COOH group.
What do the screens show for `O=C(O)C1C2C=CC(C2)C1C(=O)Nc1ccc(C(=O)N2CCCCC2)cc1` (centres undefined)?
BAP1 block: 102.9; HePTP inhibitor: 4.7

Results for CC(C)Cc1ccc(/C(=N/O)C(=O)O)s1 ?
BAP1 block: 99.0; HePTP inhibitor: 6.1

What do the screens show for `COc1cccc(-n2cc(C(=O)O)c3ccccc3c2=O)c1`?
BAP1 block: 106.5; HePTP inhibitor: -0.9

Results for O=C(O)c1ccc(NC(=O)c2ccc(Cl)cc2)cc1 ?
HePTP inhibitor: 28.3

Results for CCOc1cc(/C=C2/SC(=S)N(CC(=O)O)C2=O)ccc1OCc1ccc(Cl)cc1 ?
HePTP inhibitor: 7.8

The results go on.
What do the screens show for `CC(C)(C)OC(=O)N1CC(O)CC1C(=O)OCC(=O)c1ccc(-c2ccccc2)cc1` (centres undefined)?
HePTP inhibitor: -20.7

What do the screens show for `CCOC(=O)Nc1ccc2c(c1)N(C(=O)CCN1CCN3CCCC3C1)c1ccccc1CC2` (centres undefined)?
BAP1 block: 99.9; HePTP inhibitor: -0.9

Results for COc1nc(NS(=O)(=O)c2ccc(N)cc2)nc(N(C)C)n1 ?
HePTP inhibitor: 8.8

How did CCS(=O)(=O)N1CCCC(C(=O)NC2CCC(C)CC2)C1 (centres undefined) do in these assays?
BAP1 block: 95.1; HePTP inhibitor: -2.8

Results for O=C1C2C3C=CC(C2C(=O)N1c1ccccc1F)C1C(=O)N(c2ccccc2F)C(=O)C31 (centres undefined) ?
HePTP inhibitor: 0.3

Results for Cc1noc(C)c1C(=O)Nc1c(F)cc(F)cc1Br ?
BAP1 block: 70.2; HePTP inhibitor: 7.6

How did Cc1ccc(S(N)(=O)=O)cc1NC(=O)c1ccc(Cl)cc1[N+](=O)[O-] do in these assays?
HePTP inhibitor: 7.4

How did COc1ccccc1Nc1nc(N)nc(CN2CCN(c3ccccc3)CC2)n1 do in these assays?
BAP1 block: 94.1; HePTP inhibitor: 4.6
